Source: PubChem BioAssay
OXTR potentiator: human OXTR potentiators, primary screen, fluorescence, CHO-OTR cells, Fluo-8 calcium | Oxytocin receptor (Homo sapiens), P30559 | Fluo-8 calcium fluorescence, potentiator mode; 0% = oxytocin EC15, 100% = EC100 | activation, % at 3 µM | hit rate 0.061% among 320,000 | AID 2445, 2010;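 active = activation above that plate's cutoff, the mean activation of tested compounds plus 3 SD, cut at about 6.6% in these data, passing the limit was not always enough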;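 also: 100% uses oxytocin at 75 nM as the full agonist control; some results filed as inactive read as strong as hits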
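System: human OTR in CHO cells; Also added: sub-maximal oxytocin, roughly EC15; Timing: compound 6 min at room temperature before oxytocin, 100 s read; Technique: Fluo-8 intracellular calcium fluorescence, ex 470-495, em 515-575 nm; Controls: oxytocin EC15 low and EC100 high; Replication: singlicate.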
M1 PAM parental: nonselective calcium activators in parental CHO-K1 cells, primary screen, counter-screen for M1 PAM project, cell-based, Fluo-8 calcium fluorescence, full deck, 1536-well; ATP EC20; 0% at ATP EC20, 100% at ATP max; AID 602247, 2012; hit rate 0.02% among 360,000; activation, % at 3 µM;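 active = activation above the run cutoff, the mean activation of all test compounds plus 3 SD, cut at about 40% in these data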;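 also: peak over basal fluorescence ratio in a 140 s read after ATP addition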
M1 ag parental: counter-screen for M1 agonists: effect in parental CHO-K1 cells; hit rate 0.48% among 360,000; activation, % at 3 µM; Fluo-8 calcium fluorescence; scaled to maximal ATP response, vehicle zero; in the data active = activation above about 15%;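 also: untransfected CHO-K1 host cells lacking M1 receptor as counterscreen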
M1 ag: human M1 muscarinic receptor agonists, primary screen, Fluo-8 calcium fluorescence, CHO-K1 cells, HTS; hit rate 0.33% among 360,000; activation, % at 3 µM; Muscarinic acetylcholine receptor M1 (Homo sapiens), P11229; AID 588814, 2011; CHO-K1 hM1, agonist mode; 0% DMSO, 100% acetylcholine EC100;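 active = activation above the run's mean compound activation plus 3 SD, cut at about 16% in these data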;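 also: peak over basal fluorescence ratio within a 140 s kinetic read after compound addition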
Target sequence (P11229 whole entry, looked up): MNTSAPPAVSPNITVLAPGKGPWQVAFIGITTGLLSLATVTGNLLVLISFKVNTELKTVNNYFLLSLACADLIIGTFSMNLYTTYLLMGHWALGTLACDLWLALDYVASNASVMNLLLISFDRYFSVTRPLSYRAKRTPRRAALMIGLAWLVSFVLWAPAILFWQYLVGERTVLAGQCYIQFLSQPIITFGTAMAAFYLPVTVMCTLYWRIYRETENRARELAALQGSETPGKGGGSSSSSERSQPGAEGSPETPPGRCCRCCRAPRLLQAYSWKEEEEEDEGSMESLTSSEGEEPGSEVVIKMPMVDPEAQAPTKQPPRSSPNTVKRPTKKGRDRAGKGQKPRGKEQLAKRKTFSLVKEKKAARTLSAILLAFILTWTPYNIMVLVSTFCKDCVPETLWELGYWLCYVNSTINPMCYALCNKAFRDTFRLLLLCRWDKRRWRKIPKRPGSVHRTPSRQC
CHO-K1 Ca antag: counter-screen for M1 antagonists: effect in parental CHO-K1 cells | ATP-induced calcium, Fluo-8 fluorescence | inhibition, % at 3 µM | hit rate 0.6% among 360,000;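 active = inhibition above a per-plate cutoff, the plate's mean sample inhibition plus 3 SD, cut at about 24% in these data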;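 also: 0% = DMSO plus EC80 ATP and 100% = DMSO alone without ATP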
TAAR1 ag: human TAAR1 agonists, primary screen, Fluo-8 calcium fluorescence, CHO RD-HGA16 cells; Trace amine-associated receptor 1 (Homo sapiens), Q96RJ0; vehicle wells 0%, saturating PEA agonist 100%; activation, % at 3 µM; hit rate 0.99% among 360,000; AID 624467, 2012;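 active = activation above the mean activation of all test compounds in the run plus 3 SD, cut at about 38% in these data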
Target sequence (Q96RJ0 whole entry, looked up): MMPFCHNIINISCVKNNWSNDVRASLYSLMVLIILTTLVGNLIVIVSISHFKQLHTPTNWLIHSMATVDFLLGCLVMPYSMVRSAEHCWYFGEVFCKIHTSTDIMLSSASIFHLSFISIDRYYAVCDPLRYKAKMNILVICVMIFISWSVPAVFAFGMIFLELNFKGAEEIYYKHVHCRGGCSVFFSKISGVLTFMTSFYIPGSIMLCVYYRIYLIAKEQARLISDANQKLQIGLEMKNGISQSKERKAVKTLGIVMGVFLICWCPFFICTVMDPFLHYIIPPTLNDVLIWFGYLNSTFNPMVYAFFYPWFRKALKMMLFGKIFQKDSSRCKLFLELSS
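System: CHO RD-HGA16 cells carrying human TAAR1 plus Gα16; Incubation: 17-24 h seeding, 75 min 37 °C dye, 30 min RT; Measured by: Fluo-8 fluorescence, 5 s baseline then 140 s kinetic read; Control set: DMSO and PEA EC100; Replication: single well for each compound.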
CHO parental Ca: ATP-evoked calcium signal inhibitors, parental CHO, primary screen, counter-screen for OX1R antagonist project, cell-based, fluorescence, Fluo-8 calcium dye. parental CHO-K1, ATP-induced calcium, Fluo-8 fluorescence. inhibition, % at 5.6 µM. hit rate 0.63% among 330,000;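 active = inhibition above that plate's mean sample inhibition plus 3 SD, cut at about 26% in these data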;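 also: 0% = ATP-challenged DMSO wells and 100% = DMSO wells without ATP; some compounds past the cut are filed as inactive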
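Test system: untransfected parental CHO cell line. Compound: one dose, 5.6 µM nominal. Detection: intracellular calcium via Fluo-8 no-wash fluorescent dye. Measure: % inhibition. Benchmarks: ATP-challenged DMSO wells low, unchallenged DMSO wells high.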
CHRM1 antagonist: human M1 muscarinic receptor antagonists, primary screen, CHO-K1 cells, Fluo-8 calcium fluorescence, 1536-well; inhibition, % at 3 µM; Muscarinic acetylcholine receptor M1 (Homo sapiens), P11229; AID 588852, 2011; CHO-K1 hM1, ACh EC80 antagonist; hit rate 1.3% among 360,000;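 active = percent inhibition above its own plate's cutoff, namely the mean of that plate's compound wells plus 3 SD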;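 also: peak over basal fluorescence ratio during 140 s after agonist addition; 0% = ACh EC80 plus DMSO and 100% = DMSO alone without agonist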
TAAR1 antagonist: human TAAR1 antagonists, primary screen, Fluo-8 calcium fluorescence, CHO RD-HGA16 cells; Trace amine-associated receptor 1 (Homo sapiens), Q96RJ0; antagonist; inhibition, % at 3 µM; hit rate 1.5% among 360,000; AID 624466, 2012;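 active = inhibition above a per-plate cutoff, the mean inhibition of test compounds on that plate plus 3 SD, cut at about 49% in these data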;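 also: 0% = DMSO plus EC80 beta-PEA response and 100% = DMSO alone without agonist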
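test system = CHO RD-HGA16 cells bearing hTAAR1 | replication = singlicate | controls = DMSO-only wells and EC80 β-PEA-stimulated wells | reagent = EC80 β-phenethylamine stimulus | read-out basis = percent inhibition of PEA-evoked calcium signal, max/basal emission ratio | schedule = seeding 17-24 h prior, 75-min 37 °C, 30-min RT dye loading | signal = kinetic Fluo-8 calcium fluorescence measurement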
* marks the source's active call; other numbers are inactive results; · = not tested or not shown.

Molecule,OXTR potentiator,M1 PAM parental,M1 ag parental,M1 ag,CHO-K1 Ca antag,TAAR1 ag,CHO parental Ca,CHRM1 antagonist,TAAR1 antagonist
CN1CCN(c2cc(-c3ccc4ccccc4c3)nc3ccnn23)CC1,·,-8,-0.2,-2,4,1,·,-7,6
CC(=O)C1=C(C)Nc2ncnn2C1c1ccc(O)cc1 (configuration not stated),-7,25,4.1,-3,-7,2,-1,-15,-10
Cc1nc(NC(=O)C2CC2)sc1C(=O)Nc1ccc(Br)cc1,-2,10,1.5,-3,-4,13,-6,-12,-6
COc1ccc(C)cc1S(=O)(=O)N1CCC(C)CC1,1,7,0.3,-6,-5,8,-9,-5,3
CC1=C(C)CC(C(=O)Nc2nccs2)C(C(=O)O)C1 (configuration not stated),-8,-1,0.3,-3,0,9,2,-21,-4
Cc1ccc(C2C3=C(CCCC3=O)Nc3nc(SCC(=O)NCc4ccco4)[nH]c(=O)c32)cc1 (configuration not stated),-3,-1,-0.1,-4,0,8,-1,-3,8
O=c1[nH]ncc(N/N=C\c2ccncc2)c1Cl,-9,30,8.6,-7,-4,16,5,-7,-8
CCOC(=O)C1(C)CCCCN1C(=O)c1ccc(N(C)C)cc1 (configuration not stated),·,-3,-0.1,0,18,2,·,-13,-12
COc1ccc(N(CC(=O)N/N=C/c2ccco2)S(=O)(=O)c2ccccc2)cc1,-6,-4,0.1,-6,-14,7,-13,1,-11
c1ccc(-c2ccc(SCc3cccnc3)nn2)nc1,-13,3,4.1,-5,-3,0,-14,20,0
O=C(CSc1nnc2ccc(-c3ccccn3)nn12)Nc1cccc(F)c1,·,1,0.5,-4,-3,4,·,-5,-21
CN1CCC(C2(O)c3ccccc3CSc3sccc32)CC1 (configuration not stated),-9,5,1.3,-6,4,5,-14,18,6
Cc1cc(C(=O)OCC(=O)Nc2ccccc2[N+](=O)[O-])c2ccccc2n1,-9,20,3.0,-4,-3,1,-12,-2,-13
C=CCNC(=O)c1ccccc1NC(=O)Cc1ccccc1[N+](=O)[O-],4,18,0.5,-4,-15,1,-6,-14,-1
COC(=O)CNC(=O)c1ccc(C)s1,-5,13,0.0,-4,-2,11,-8,-14,-4
CC(Cc1ccccc1)NC(=O)c1cc([N+](=O)[O-])ccc1Cl (configuration not stated),-5,-4,2.8,-3,7,-1,-13,24,-38
Oc1ccc(C2CNCc3sccc32)cc1O (configuration not stated),-2,0,0.6,1,-5,92*,-7,-19,78*
COc1ccc(C(C(=O)NCC2CCCO2)N(C(=O)CNC(=O)c2cccs2)c2ccccc2C)cc1OC (configuration not stated),-6,25,11,-9,-3,-1,2,-7,8
Cn1c(Cc2nc(-c3cnccn3)no2)nnc1SCC(=O)Nc1ccccc1,5,6,12,-4,1,1,-4,-15,-1
OCCN(Cc1ccccc1)Cc1ccc(Cl)cc1Cl,-3,0,-0.3,-5,-4,1,-5,2,3
S=C1NNC2(CC3CC2C2CCCC32)NN1 (configuration not stated),-7,-12,-0.2,0,14,-1,-10,-11,5
O=C(Nc1ccccc1N1CCN(C(=O)c2ccc(Cl)cc2)CC1)c1cccnc1,1,16,2.9,-2,4,8,-20,-9,20
Cc1ccc(NC(=O)Cc2nc(CCl)cs2)cc1,2,1,0.1,-3,-2,1,-7,-3,5
CCCN1C(=O)/C(=C\C=C2/Sc3ccccc3N2CCO)SC1=S,-18,7,1.3,-3,2,9,-22,3,3
COC(=O)c1sccc1NC(=O)c1ccc(C)o1,0,5,-0.4,-3,8,4,-5,-3,1

An excerpt of these results, with each value named:
smiles: COC(=O)CNC(=O)c1ccc(C)s1
  OXTR potentiator: -5 | M1 PAM parental: 13 | M1 ag parental: 0.0 | M1 ag: -4 | CHO-K1 Ca antag: -2 | TAAR1 ag: 11 | CHO parental Ca: -8 | CHRM1 antagonist: -14 | TAAR1 antagonist: -4

smiles: COc1ccc(C)cc1S(=O)(=O)N1CCC(C)CC1
  OXTR potentiator: 1 | M1 PAM parental: 7 | M1 ag parental: 0.3 | M1 ag: -6 | CHO-K1 Ca antag: -5 | TAAR1 ag: 8 | CHO parental Ca: -9 | CHRM1 antagonist: -5 | TAAR1 antagonist: 3

(next part)
Molecule,OXTR potentiator,M1 PAM parental,M1 ag parental,M1 ag,CHO-K1 Ca antag,TAAR1 ag,CHO parental Ca,CHRM1 antagonist,TAAR1 antagonist
N#C/C(=C\c1cccc([N+](=O)[O-])c1)C(=O)NCc1ccc(Cl)cc1,·,14,1.0,1,-9,3,·,25,-26
CC(C)(C)OC(=O)N1CCCC1C(=O)N1CCCC1C(=O)N1CCCC1C(=O)O (configuration not stated),·,-7,-0.1,-3,-3,4,·,-3,5
CCCCN(CC(O)COc1cccc(C)c1)CC(O)COc1cccc(C)c1 (configuration not stated),-11,-2,0.0,-2,-14,4,-13,-14,-13
Cc1ccc(C(=O)NNC(=O)c2ccncc2)cc1[N+](=O)[O-],3,18,0.4,-5,-11,0,-3,0,-3
COc1cccc(/C=C2/NC(=O)N(CC(=O)Nc3ccc(C)cc3)C2=O)c1OCc1cccc(C(=O)O)c1,0,6,-0.1,-3,-2,0,-5,-1,-4
O=C(CNC(=S)NC(=O)c1ccco1)c1ccccc1,-8,17,0.4,-4,-5,11,-16,7,5
Cc1cn([C@H]2C[C@H](O)[C@@H](CCC(=O)NCCN3CCCCC3)O2)c(=O)[nH]c1=O,·,33,1.9,-6,-13,1,-2,-11,-13
CC12CCC(=O)N1C(C(=O)Nc1cccc(F)c1)CS2 (configuration not stated),2,-21,-0.3,4,21,1,-12,-8,-5
CCn1c(C)csc1=NC(=O)c1ccccc1O,-8,1,3.3,-5,2,3,-16,-12,-8
CC(NC(=O)CCSCc1ccccc1F)c1ccccc1 (configuration not stated),-16,-5,-0.3,-2,-11,0,-8,-16,-7
O=C(Cc1ccc(O)cc1)N/N=C/c1cccs1,0,-1,1.0,-2,0,6,-3,-3,-5
COCC1CCCCN1Cc1cn(-c2ccccc2)nc1-c1ccc2c(c1)OCO2 (configuration not stated),3,-5,0.4,-8,-16,3,-17,-4,-24
COc1ccc(OC)c(C(=O)c2ccc(C(=O)Nc3ccccc3)cc2)c1,0,-13,0.8,-4,16,1,4,6,-4
CCn1c(CCCc2ccc(OC)c(C)c2)n[nH]c1=S,-16,9,8.7,0,-11,4,3,-2,19
CC(C(=O)Nc1ccc(Cl)cc1Cl)N1C(=O)NC2(CCCC2)C1=O (configuration not stated),-5,-2,0.6,-1,-7,0,-1,-5,-8
O=C(Cc1c(C(=O)O)[nH]c2ccccc12)Nc1ccc2c(c1)OCO2,-3,14,0.4,-4,-3,4,-7,-8,-13
NCC(c1ccccc1)(c1ccccc1)c1ccccc1,3,7,1.8,-6,4,10,-13,-3,-22
O=C(CN1C(=O)NC2(CCOc3ccccc32)C1=O)c1ccc(Br)cc1 (configuration not stated),-4,-5,2.9,-3,-9,2,-16,-2,14
Cc1cc(C)n(CC(=O)n2c3ccccc3c3ccccc32)n1,2,12,0.1,-4,-5,9,-25,-12,-15
S=C(NCCc1ccccc1)N1CCC2CC1c1c(Cl)cccc12 (configuration not stated),·,11,-0.4,-8,-13,2,·,-2,10
CC(=O)Nc1ccc2c(c1)CCC2=O,2,9,0.5,-4,0,2,0,5,5
NC(=O)CC(NC(=O)c1ccccc1)c1ccc(NCCN2CCOCC2)c([N+](=O)[O-])c1 (configuration not stated),-17,9,0.1,-3,-7,1,-7,-10,10
Cc1cc(NC(=O)CSc2nnc(-c3ccccc3)n2C)no1,-4,0,-0.3,-8,10,1,-11,5,-12
Cn1ccnc1C(OC(=O)c1ccccc1)C(F)(F)F (configuration not stated),-8,6,2.7,-4,-8,1,-4,-5,-13
CC(Nc1cccc2ccccc12)C(=O)N/N=C/c1ccc([N+](=O)[O-])cc1 (configuration not stated),-8,4,0.5,-10,1,2,-22,-5,-20

The results go on.
Molecule,OXTR potentiator,M1 PAM parental,M1 ag parental,M1 ag,CHO-K1 Ca antag,TAAR1 ag,CHO parental Ca,CHRM1 antagonist,TAAR1 antagonist
CN(C)CCCN(C(=O)c1ccco1)c1nc2c(F)cccc2s1,-12,-3,0.5,7,-8,2,-4,47*,-26
COc1ccc(-c2nnn(CC(=O)N(Cc3cccs3)C(C)C(=O)NC3CCCC3)n2)cc1OC (configuration not stated),-2,11,2.6,-3,2,8,-6,5,20
O=C(c1cc(=O)c2ccccc2o1)N1CCCc2ccccc21,-4,4,0.1,-5,10,5,-12,2,-15
C/C=C(\C)CN1CCN(c2ccccc2)CC1,-5,1,0.3,-6,2,13,-17,-6,-11
CNC(=O)CN(c1cc(C)ccc1OC)S(=O)(=O)c1ccc(C)cc1,-9,27,0.5,-1,-9,2,-13,-4,6
CCOc1ccc(NC2=CC(=O)C(=O)c3ccccc32)cc1,·,11,0.2,-6,-12,1,·,-13,-4
COc1cc(OC)cc(C(=O)Nc2ccc3nc4n(c(=O)c3c2)CCCCC4)c1,-3,16,1.4,-4,-10,-1,-9,-11,-4
CC(C)OP(=O)(OC(C)C)C1(O)C(=O)Nc2ccccc21 (configuration not stated),-1,-4,-0.2,-2,7,5,-6,-11,9
CS(=O)(=O)N1CCC(Oc2ccccc2C(=O)N2CCC[C@H]2CO)CC1,-9,-18,0.0,1,7,2,6,-9,-16
COc1ccc(/C=C2\C(=O)NC(=S)N2C(=O)c2ccc(C)cc2)cc1,-4,22,-0.7,-4,-12,0,-8,-10,-14
Cn1cc(CCNC(=O)CC2C(=O)NCCN2CC(c2ccccc2)c2ccccc2)cn1 (configuration not stated),-3,23,1.6,-5,-23,2,-5,-40,-20
O=C(c1ccc(Br)cc1)C1CCc2occc2C1=O (configuration not stated),5,15,0.6,-7,-6,4,-6,-12,-1
COc1ccccc1CNC(=O)C1CCN(c2nc3ccccc3o2)CC1,-4,18,-0.3,-8,-12,13,-7,3,-2
